Screening data from PubChem BioAssay.
Cav32 inh: Cav3.2 calcium influx blockers – cell-based, Fluo-4 calcium fluorescence, FDSS, MLSMR library, primary screen; Cav3.2-expressing cells; hits give low values; B-score at 10 µM; Voltage-dependent T-type calcium channel subunit alpha-1H (Homo sapiens), O95180; hit rate 4% among 100,000;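 active = single-dose well whose peak fluorescence ratio is a statistical outlier from its plate by either plate-standardised score or position-corrected B-score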
Target sequence (O95180 whole entry, looked up): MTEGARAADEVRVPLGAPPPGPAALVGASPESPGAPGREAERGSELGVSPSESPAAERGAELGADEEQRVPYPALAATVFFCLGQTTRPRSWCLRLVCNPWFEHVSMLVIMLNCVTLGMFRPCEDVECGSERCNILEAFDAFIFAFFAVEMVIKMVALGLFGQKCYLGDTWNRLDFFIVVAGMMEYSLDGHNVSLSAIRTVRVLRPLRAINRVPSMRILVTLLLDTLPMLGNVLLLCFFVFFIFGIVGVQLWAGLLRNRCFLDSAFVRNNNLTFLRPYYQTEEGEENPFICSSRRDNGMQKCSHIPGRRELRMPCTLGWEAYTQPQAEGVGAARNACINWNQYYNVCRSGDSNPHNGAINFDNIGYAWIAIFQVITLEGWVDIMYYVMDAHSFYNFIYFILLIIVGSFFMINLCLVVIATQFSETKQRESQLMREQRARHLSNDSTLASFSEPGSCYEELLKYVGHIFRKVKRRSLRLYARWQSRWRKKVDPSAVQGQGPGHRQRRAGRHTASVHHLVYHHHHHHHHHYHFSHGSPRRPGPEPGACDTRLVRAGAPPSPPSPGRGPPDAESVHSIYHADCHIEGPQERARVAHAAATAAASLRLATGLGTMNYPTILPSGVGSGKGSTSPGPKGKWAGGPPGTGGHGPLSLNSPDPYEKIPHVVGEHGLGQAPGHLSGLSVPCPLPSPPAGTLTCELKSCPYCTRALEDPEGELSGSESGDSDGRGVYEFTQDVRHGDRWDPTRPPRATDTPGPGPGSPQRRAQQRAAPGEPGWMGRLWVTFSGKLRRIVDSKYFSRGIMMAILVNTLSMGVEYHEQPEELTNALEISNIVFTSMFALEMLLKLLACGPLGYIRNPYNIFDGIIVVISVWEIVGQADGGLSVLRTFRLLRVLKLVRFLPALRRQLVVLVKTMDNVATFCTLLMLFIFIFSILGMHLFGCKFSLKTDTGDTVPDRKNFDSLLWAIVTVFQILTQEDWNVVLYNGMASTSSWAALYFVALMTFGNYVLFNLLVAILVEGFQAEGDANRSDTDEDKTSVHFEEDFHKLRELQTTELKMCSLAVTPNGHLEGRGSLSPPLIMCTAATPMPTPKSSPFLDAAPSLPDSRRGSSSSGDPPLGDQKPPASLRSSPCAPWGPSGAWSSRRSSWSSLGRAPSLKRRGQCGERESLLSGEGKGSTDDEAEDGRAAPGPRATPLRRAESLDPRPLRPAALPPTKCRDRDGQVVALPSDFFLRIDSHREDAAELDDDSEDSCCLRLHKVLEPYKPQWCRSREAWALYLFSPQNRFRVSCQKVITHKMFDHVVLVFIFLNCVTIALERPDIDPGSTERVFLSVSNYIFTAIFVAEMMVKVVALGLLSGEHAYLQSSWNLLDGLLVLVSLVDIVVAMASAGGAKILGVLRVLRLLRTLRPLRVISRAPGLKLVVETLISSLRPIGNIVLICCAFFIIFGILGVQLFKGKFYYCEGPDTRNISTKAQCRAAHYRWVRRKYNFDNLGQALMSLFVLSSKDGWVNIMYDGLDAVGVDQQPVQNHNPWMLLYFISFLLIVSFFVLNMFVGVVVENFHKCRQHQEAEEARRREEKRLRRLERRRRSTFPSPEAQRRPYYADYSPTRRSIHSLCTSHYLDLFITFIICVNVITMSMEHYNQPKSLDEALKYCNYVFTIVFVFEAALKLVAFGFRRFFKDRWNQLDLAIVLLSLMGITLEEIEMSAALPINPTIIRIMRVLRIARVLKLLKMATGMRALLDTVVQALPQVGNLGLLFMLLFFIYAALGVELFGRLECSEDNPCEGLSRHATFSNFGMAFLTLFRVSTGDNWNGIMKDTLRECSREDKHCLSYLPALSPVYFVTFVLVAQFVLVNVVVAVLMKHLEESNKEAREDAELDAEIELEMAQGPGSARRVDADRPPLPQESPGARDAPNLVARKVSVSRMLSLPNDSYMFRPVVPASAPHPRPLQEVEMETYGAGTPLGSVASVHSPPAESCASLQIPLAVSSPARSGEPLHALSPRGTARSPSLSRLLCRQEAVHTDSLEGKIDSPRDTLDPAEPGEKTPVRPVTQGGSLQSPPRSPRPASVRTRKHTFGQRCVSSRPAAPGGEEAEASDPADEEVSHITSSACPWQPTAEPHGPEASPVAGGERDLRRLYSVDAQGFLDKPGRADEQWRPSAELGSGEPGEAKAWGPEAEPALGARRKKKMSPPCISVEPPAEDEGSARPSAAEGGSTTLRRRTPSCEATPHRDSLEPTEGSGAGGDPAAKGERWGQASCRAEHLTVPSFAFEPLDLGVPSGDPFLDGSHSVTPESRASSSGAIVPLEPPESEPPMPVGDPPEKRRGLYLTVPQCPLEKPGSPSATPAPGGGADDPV
Starred values were filed as active, the others as inactive. Some of the compounds tested. The share of hits here may be higher or lower than overall.

SMILES | Cav32 inh
CCC(C)NC(=O)CN(c1ccc2c(c1)OCO2)S(=O)(=O)c1c(C)n[nH]c1C (stereo not given) | 0.44
Cc1ccc(/C=N/NC(=S)NC2CCS(=O)(=O)C2)cc1 (stereo not given) | 1.3
COc1ccc(OC)c2sc(NC(=O)c3ccc(S(=O)(=O)N(C)C)cc3)nc12 | 0.14
COc1ccccc1-n1cnnc1SCC(=O)Nc1nc(C)c(Cl)cc1Cl | -0.24
Cc1ccc(S(=O)(=O)Oc2ccc(C)cc2/C=N/N=C2\NC(=O)C(C)S2)cc1 (stereo not given) | -2.6
c1cnc2c(c1)ccc1cccnc12 | 1.1
CCN(CC)c1ccc(N2C(=O)/C(=C\c3cccs3)SC2=S)cc1 | 0.11
Cn1c(=O)cc(OCC(=O)Nc2ccccn2)c2ccccc21 | 0.88
CCn1c(NCc2cc(OC)ccc2OC)nc2ccccc21 | -3.2
Cc1cccc(OCC(O)CN2C(C)(C)CC(O)CC2(C)C)c1 (stereo not given) | 0.65
CCOC(=O)c1ccc2c(c1)nc(SCC(=O)N1CCCCC1)n2CC | 0.14
Cc1ccc(-c2noc(CCCN3C(=O)c4ccccc4C3=O)n2)cc1 | -0.62
COc1ccc(-c2cn3ccccc3n2)cc1OC | 0.68
O=P(COCCO)(c1ccccc1)c1ccccc1 | -0.034
C=CCNC(=O)CN1CCC(O)(c2ccc(F)cc2)CC1 | -0.41
COc1ccc(C(=O)Nc2ccc(S(=O)(=O)N3CCCCC3)cc2)cc1OC | -0.1
O=C(CN1CCCCCC1)Nc1cccc2c1OCO2 | 1.7
CCCCNC(=O)c1onc(CSc2ccncc2)c1C(=O)NCCCC | -0.55
Cc1ccc(C)n1C1CCS(=O)(=O)C1 (stereo not given) | 0.14
COc1ccc(/C=N/NC(=O)CSCC(=O)Nc2ccccc2)cc1OC | 0.001
Cc1cc(NS(=O)(=O)c2ccc(N)cc2)no1 | -0.18
COc1cc(SC)ccc1C(=O)NCCCOC(C)C | -1.7
CC(C)(C)NC(=O)CN(Cc1cccs1)C(=O)CNS(=O)(=O)c1ccccc1 | 1.6
CC(Nc1c([N+](=O)[O-])c(=O)oc2ccccc12)C(Cl)c1ccccc1 (stereo not given) | -0.068
COc1cccc(CNC(=O)Cn2cc3c(n2)CCCCC3)c1 | 0.51
O=S1(=O)N=C2CCCCCN2C(c2ccncc2)N1 (stereo not given) | -0.61
CCOc1cc(C2C(C#N)=C(N)OC(C)=C2C(C)=O)c(Br)c(Br)c1OC(C)C (stereo not given) | -5.3*
COc1ccc(NC(=O)CSc2nncn2C)c([N+](=O)[O-])c1 | 0.95
COc1ccccc1NC(=O)c1cc(S(=O)(=O)N2CCC3(CC2)OCCO3)ccc1F | -2.3
O=C1N/C(=C\c2ccc(O)cc2)C(=O)c2ccccc21 | -0.71
O=C(Cn1nnc(-c2cccs2)n1)NCCc1ccccc1 | -1.7
COC(=O)c1ccc(S(=O)(=O)N2CCC(c3nc4ccccc4o3)CC2)cc1 | 0.053
CCOc1ccc2nc(SC3CC(=O)N(c4ccc(OC)cc4)C3=O)sc2c1 (stereo not given) | 0.043
N#CC(C(=O)CCN1C(=O)C2CC=CCC2C1=O)c1nc2ccccc2[nH]1 (stereo not given) | 0.0013
CCn1c(SCC(=O)c2[nH]c(C)c(C(C)=O)c2C)nnc1-c1ccccc1 | 1.6
CCOc1ccccc1NC(=O)Cn1cnc2c(cnn2-c2ccc(C)c(C)c2)c1=O | -0.34
Cc1cccc(NC(=O)CSc2nnc([C@@H](N)Cc3ccccc3)o2)c1C | 1.7
Cc1nc2sc(C(c3cccc(F)c3)N3CCC(O)CC3)c(O)n2n1 (stereo not given) | 0.86
CC1CCc2c(sc(N)c2C(N)=O)C1 (stereo not given) | -0.19
O=C(Nc1ccn(Cc2ccc(Cl)cc2)n1)c1ccc2c(c1)OCO2 | -2.3
COC(=O)CS(=O)(=O)c1ccc2c(c1)CC(=O)N2 | -0.0044
CC(CCc1ccccc1)NC(=O)C(Cc1ccccc1)NS(=O)(=O)c1cccs1 (stereo not given) | -3.7
CNC(=O)CC(C(=O)O)c1ccc(OC(C)C)cc1 (stereo not given) | 0.15
COc1cc(C(=O)n2nc(C)cc2C)ccc1O | 1.1
O=C(Nc1ccc2nn(-c3ccccc3)nc2c1)c1cccs1 | 0.048
Cc1cc(Oc2ccccc2)nc(NCc2ccccc2)n1 | -0.61
Nc1c(N2CCCCC2)c(=O)[nH]c(=O)n1-c1ccccc1 | 0.014
CCC(=O)Nc1cccc(NC(=O)c2ccc3c(c2)OCO3)c1 | 0.33
CCN1CCN(C(=O)CN(C)S(=O)(=O)c2ccc(OC)cc2)CC1 | 0.3
Cc1cccc(-n2c(CCN3C(=O)c4ccccc4C3=O)nc3ccccc3c2=O)n1 | -0.013
O=C(NCCN=C1NS(=O)(=O)c2ccccc21)c1ccc(S(=O)(=O)N2CCOCC2)cc1 | -0.19
Cc1ccc(C(=O)NCCN(C)C)cc1C | -0.31
CN1CCCc2cc(C=O)ccc21 | 1.4
CCOC(=O)/C=c1\s/c(=C\c2ccccc2OC)c(=O)n1CC(=O)N1CCOCC1 | 1.5
CCN1CCN(c2nc(SC)nc3sc4c(c23)CC(C)(C)OC4)CC1 | -0.79
COC(=O)C[C@H]1c2cc(C(F)(F)F)ccc2S(=O)(=O)N1Cc1ccccc1 | -0.78
Cc1cc(C)n(-c2ccc(C(=O)NC3=NCCS3)cc2)n1 | 0.62
CCCCOc1ccc(Cl)cc1CSc1nnc(CC)n1N | -0.24
CCNC(=O)C/C(C)=N/NC(=O)C12CC3CC(CC(C3)C1)C2 | -0.048
CCOC(=O)C(Cc1ccccc1)(NC(C)=O)C(=O)OCC | 0.071
Further results.
SMILES | Cav32 inh
COc1ccc(NC(=S)N2CCC(c3nc4ccc(Cl)cc4[nH]3)CC2)c(OC)c1 | -4
CC12CCC(c3nnc(SCc4ccc(Cl)cc4)nc31)C2(C)C (stereo not given) | 0.17
CCC(=O)Nc1nc(-c2ccc3c(c2)OCCO3)cs1 | -0.33
CCSC1(SCC)N=C(N)C2(C#N)C(c3ccc(F)cc3)C12C#N (stereo not given) | 0.035
CN(C)Cc1cc(CN(C)C)c(O)c(CCc2ccccc2)n1 | -0.084
CCOC(=O)c1[nH]nc2c1C(=O)N(CC)C2=O | -0.072
CC(C)(C)NCCOc1ccc(Br)cc1 | 0.66
O=C(NCCN1C(=O)C2C3C=CC(C3)C2C1=O)Nc1ccccn1 (stereo not given) | -0.11
COC(=O)c1cc2cc(NS(=O)(=O)c3ccc(C)cc3)ccc2s1 | 0.022
CCOc1ccccc1NC(=O)CSc1nc2cccnc2n1C | -0.025
O=C(CN1CCC(n2nnc3cc(F)ccc32)CC1)Nc1ccc2c(c1)CCC2 | -5.6*
N#Cc1c(NC(=O)CSCC(=O)O)sc2c1CCCC2 | 0.4
CSc1cccc(NC(=O)C2CCCN(S(=O)(=O)c3ccc(F)cc3)C2)c1 (stereo not given) | -6.3*
Cc1ccc(C(=O)C2CCN(CC(=O)Nc3ccc4c(c3)OCCO4)CC2)cc1 | -0.66
COc1ccc([C@H]2/C=C\CN(C(=O)CC(C)(C)C)[C@@H](C)C(=O)N2Cc2ccc(F)cc2)cc1 | -1.1
N[C@@]12CCc3nonc3[C@]1(O)CC(c1ccccc1)=[N+]2[O-] | 1.2
COc1ccc(CNC(=O)C(OC(=O)c2ccco2)c2ccc(OC)cc2)cc1 (stereo not given) | -0.24
CNC(=O)C1CCCN1S(=O)(=O)c1ccc(OC)cc1 (stereo not given) | 0.039
Clc1c(-c2nnc3n2CCC3)sc2ccccc12 | 0.26
COc1ccc(CNC(C)(C)C)cc1Cl | -0.014
CCCCOC(=O)Nc1ccccc1C(=O)OC | -0.48
Cc1c(Cl)cccc1N1C(=O)C(N2C(=O)c3cccc([N+](=O)[O-])c3C2=O)C1c1cccs1 (stereo not given) | -0.54
O/N=C(\c1ccc(Cl)cc1Cl)c1ncc(C(F)(F)F)cc1Cl | -6.8*
CC1(C)OC(=O)C2(Cc3ccccc3N3CCCCC32)C(=O)O1 (stereo not given) | 0.89
Cc1cc(C(F)(F)F)c(C#N)c(=O)[nH]1 | 0.49
Cc1ccc(-c2nnn(CC(=O)N(c3ccccc3)C(C(=O)NC(C)(C)C)c3cccs3)n2)o1 (stereo not given) | 1.1
CCOC(=O)C1=C(c2cccc(F)c2)NC(=S)NC1C (stereo not given) | -0.063
CC(CCO)Nc1nc2c(c(=O)n(C)c(=O)n2C)n1Cc1cccc(Br)c1 (stereo not given) | 0.2
COc1cccc(-c2nnc(-c3ccc(C(F)(F)F)cc3)o2)c1 | -1.5
Cc1ccc(C)c(N=C2CCCN2Cc2ccccc2)c1C#N | -3.6

Next section; the last 6 above are carried over.
SMILES | Cav32 inh
Cc1cc(C(F)(F)F)c(C#N)c(=O)[nH]1 | 0.49
Cc1ccc(-c2nnn(CC(=O)N(c3ccccc3)C(C(=O)NC(C)(C)C)c3cccs3)n2)o1 (stereo not given) | 1.1
CCOC(=O)C1=C(c2cccc(F)c2)NC(=S)NC1C (stereo not given) | -0.063
CC(CCO)Nc1nc2c(c(=O)n(C)c(=O)n2C)n1Cc1cccc(Br)c1 (stereo not given) | 0.2
COc1cccc(-c2nnc(-c3ccc(C(F)(F)F)cc3)o2)c1 | -1.5
Cc1ccc(C)c(N=C2CCCN2Cc2ccccc2)c1C#N | -3.6
Cc1cc(Cl)ccc1OCCCC(=O)Nc1cccnc1 | -0.45
Cc1nc(SCC(=O)Nc2cc(C)on2)c2c3c(sc2n1)CCCC3 | -0.62
COc1ccccc1C1=NOC(C)(c2nnc(-c3cccc(Cl)c3)o2)C1 (stereo not given) | -0.27
COc1cc2c(cc1NC(=O)C(C)N1CCN(S(=O)(=O)c3ccccc3[N+](=O)[O-])CC1)oc1ccccc12 (stereo not given) | -1.9
Cc1ccc(CCNC(=O)CS(=O)Cc2nc(-c3cccc(C)c3)oc2C)cc1 (stereo not given) | -5.2*
NC(=O)CSc1nc2sc3c(c2c2ncnn12)CCCC3 | 1.2
Cc1ccc2[nH]c(=O)c(CN(Cc3nnnn3C3CCCC3)C3CCCCC3)cc2c1 | -0.079
COc1ccc(Nc2ncc3c(n2)CC(c2ccccc2)CC3=O)cc1 (stereo not given) | -1.6
Cc1ccc(N2C(=O)C3CC(c4ccccc4)=C4C5C=CC(C6C(=O)N(c7ccc(C)cc7C)C(=O)C56)C4C3C2=O)c(C)c1 (stereo not given) | -0.68
COc1ccc(Cl)cc1NC(=O)CSc1nnc(COc2ccccc2)n1N | -3.3
COc1cc(-c2nn3c(C4CCCCC4)nnc3s2)cc(OC)c1OC | 3
CC(C)CCn1nnnc1C(c1ccc(N(C)C)cc1)N1CCN(C(=O)c2ccco2)CC1 (stereo not given) | 0.019
CC(C)(C)C1CCC(OC(=O)CN2CCOCC2)CC1 (stereo not given) | -0.018
c1ccc(-c2csc(N3CCN(c4ccccn4)CC3)n2)cc1 | -0.57
CCCc1nc(S(=O)(=O)Cc2ccc(Cl)cc2Cl)n[nH]1 | 0.21

Overlap with the part before: six compounds, then new ones.
SMILES | Cav32 inh
COc1ccc(Cl)cc1NC(=O)CSc1nnc(COc2ccccc2)n1N | -3.3
COc1cc(-c2nn3c(C4CCCCC4)nnc3s2)cc(OC)c1OC | 3
CC(C)CCn1nnnc1C(c1ccc(N(C)C)cc1)N1CCN(C(=O)c2ccco2)CC1 (stereo not given) | 0.019
CC(C)(C)C1CCC(OC(=O)CN2CCOCC2)CC1 (stereo not given) | -0.018
c1ccc(-c2csc(N3CCN(c4ccccn4)CC3)n2)cc1 | -0.57
CCCc1nc(S(=O)(=O)Cc2ccc(Cl)cc2Cl)n[nH]1 | 0.21
COC(=O)c1cc(COc2ccc3ccc(=O)oc3c2)c(C)o1 | -0.48
Cc1nnc2ccc(N3CCN(c4ccccn4)CC3)nn12 | 0.78
O=C(Cn1cc(C(=O)c2ccco2)c2ccccc21)Nc1ccccc1 | -0.69
CCOC(=O)N1CCN(C(=O)c2ccc3c(=O)n(-c4ccc(OC)cc4OC)c(=S)[nH]c3c2)CC1 | 0.66
CCOC(=O)CCC(=O)OCC(=O)NC(C)C1CC2CCC1C2 (stereo not given) | 0.46
CN1CCN(C(=O)CCCOc2ccc(Cl)cc2Cl)CC1 | 0.35
CC1(C)CC(=O)C=C(NCCO)C1 | 0.46
COc1ccc(Nc2nc(Cl)nc(NCc3ccco3)n2)cc1 | -0.53
O=C(NCCc1ccccc1)C(=O)N/N=C/c1ccccc1C(F)(F)F | -0.12
COc1ccc(C(=O)Nc2nc3ccccc3c(=O)[nH]2)cc1 | -1.5
O=C(NCc1ccco1)c1nc2ncccn2n1 | 0.4
CCOC(=O)CN1C(=O)S/C(=C/c2cc(C)n(-c3ccccn3)c2C)C1=O | -1.3
Cc1nnc(C)n1/N=C/c1cccc(Oc2ccccc2)c1 | 0.014
O=C(NC(=S)Nc1cccc2cccnc12)c1ccccc1 | 0.65
O=C(NCc1ccco1)c1ccc(Oc2ccccc2)cc1 | -0.66

2 of the compounds above, with the structure last:
Cav32 inh	SMILES
1.1	COc1cc(C(=O)n2nc(C)cc2C)ccc1O
0.048	O=C(Nc1ccc2nn(-c3ccccc3)nc2c1)c1cccs1

Next part.
SMILES | Cav32 inh
Cc1ccccc1NS(=O)(=O)c1cc(C(=O)N2CCCC2)ccc1C | 1.6
COc1ccc(C(=O)CN2C(=O)NC3(CCCc4ccccc43)C2=O)cc1OC (stereo not given) | 0.66
Cc1ccc(NC(=O)COc2ccc(S(=O)(=O)N3CCOCC3)cc2)cc1 | 0.29
CC1(C)CC(=O)C(C(c2cccnc2)C2C(=O)CC(C)(C)CC2=O)C(=O)C1 | -0.037
Cn1sc(NC(=O)c2ccc(Cl)cc2)nc1=O | 0.0031
COc1cc(SC)ccc1C(=O)N1CCCCCC1 | -0.14
Cc1ccc(SCCNC(=O)c2ccc(C)c([N+](=O)[O-])c2)cc1 | -5.6*
Cc1ccc(-n2c(C)nnc2SCC(=O)N2CCc3ccccc3C2)cc1C | -0.1
COc1ccc(-c2nnc(SCc3nnc(-c4ccccc4)o3)n2-c2ccccc2)cc1 | -1.1
N=c1ccn(Cc2ccc(Cl)cc2)cc1 | -0.12
